Rac1 mut GTP: GTP binding modulators of activated mutant Rac1, primary screen, biochemical, bead-based flow cytometry, multiplex, fluorescent GTP; Ras-related C3 botulinum toxin substrate 1 (Homo sapiens), P63000; GST-Rac1 activated beads; actives lie on both sides; 100% means binding = to untreated wells; percent activity (GTP binding), % at 10 µM; actives 0.11% (n = 190,000);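 active = GTP binding at least 20 percentage points away from the 100% baseline, in either direction, so actives lie on both sides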
RGS8-Gao reg: RGS8-Galphao binding modulators, primary screen, biochemical, multiplexed bead flow cytometry; response (percent of control binding), % at 10 µM; actives lie on both sides; Guanine nucleotide-binding protein G(o) subunit alpha (Homo sapiens), P09471; actives 0.34% (n = 220,000); in the data active = response below about 60% or above about 140%; inactive = in between;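 also: Galphao activated as the GDP aluminium fluoride complex binding bead-coupled RGS8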
Target sequence (P09471 whole entry, looked up): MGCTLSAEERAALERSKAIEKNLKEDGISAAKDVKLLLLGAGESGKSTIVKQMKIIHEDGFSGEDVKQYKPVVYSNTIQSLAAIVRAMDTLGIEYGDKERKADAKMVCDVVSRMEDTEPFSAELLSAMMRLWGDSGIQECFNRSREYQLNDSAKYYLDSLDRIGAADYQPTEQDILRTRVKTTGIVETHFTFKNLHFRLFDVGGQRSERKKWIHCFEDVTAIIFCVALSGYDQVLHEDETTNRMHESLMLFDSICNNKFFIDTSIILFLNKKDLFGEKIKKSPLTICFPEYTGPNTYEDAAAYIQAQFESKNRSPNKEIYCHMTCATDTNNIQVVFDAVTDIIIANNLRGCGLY
Mcl1-Noxa inh: Mcl-1/Noxa binding inhibitors, primary screen, biochemical, TR-FRET, 1536-well; TR-FRET Mcl-1/Noxa peptide binding, 2 h; inhibition, % at 21.7 µM; actives 1.5% (n = 220,000);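 active = compounds that cut the protein-peptide binding signal by more than 50% relative to plate controls in a single-dose test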;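 also: His-tagged Mcl-1 with rhodamine Noxa BH3 peptide and terbium anti-His antibody; 0% = Mcl-1 plus Noxa peptide wells and 100% = peptide-only wells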
Target sequence (Q07820 whole entry, looked up): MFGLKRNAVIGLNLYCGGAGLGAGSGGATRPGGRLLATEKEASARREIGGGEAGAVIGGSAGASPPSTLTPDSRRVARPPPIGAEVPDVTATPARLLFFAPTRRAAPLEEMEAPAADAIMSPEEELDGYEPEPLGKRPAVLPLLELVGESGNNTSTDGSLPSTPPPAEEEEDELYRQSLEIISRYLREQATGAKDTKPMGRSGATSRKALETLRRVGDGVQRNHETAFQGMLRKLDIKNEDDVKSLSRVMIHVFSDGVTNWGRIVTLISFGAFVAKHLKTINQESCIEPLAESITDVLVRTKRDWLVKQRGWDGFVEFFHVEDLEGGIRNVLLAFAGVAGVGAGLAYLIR
Cdc42 wt GTP: modulators of GTP binding to wildtype Cdc42, primary screen, biochemical, multiplex bead flow cytometry, Bodipy-GTP | AID 761, 2007 | GST-Cdc42 beads; actives lie on both sides | percent activity (GTP binding), % at 10 µM | Cell division control protein 42 homolog (Homo sapiens), P60953 | actives 0.2% (n = 190,000);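 active = percent activity GTP binding at least 20 points away from the 100% baseline, either down as inhibitor or up as activator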;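 also: median bead fluorescence of bound Bodipy-FL-GTP at 100 nM; 0% = excess unlabeled GTP control and 100% = no compound control; below 100% means less GTP binding so inhibitor and above means activator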
Rac1 wt GTP bind: wildtype Rac1 GTP binding modulators, primary screen, biochemical, GST-Rac1 beads, flow cytometry, multiplex; Ras-related C3 botulinum toxin substrate 1 (Homo sapiens), P63000; fluorescent GTP binding; actives lie on both sides; 0 = cold GTP competed, 100 = untreated; GTP binding activity (% of control), % at 10 µM; actives 0.27% (n = 190,000);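 active = GTP binding activity at least 20 points away from the 100% control level, either lower or higher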
Rab7 wt GTP bind: modulators of GTP binding to Rab7, primary screen, biochemical, wildtype, multiplex bead flow cytometry. GST-Rab7 beads, fluorescent GTP binding; actives lie on both sides; untreated = 100%, excess cold GTP = 0%. GTP binding activity (percent of control), % at 10 µM. AID 758, 2007. Rab7 GTPase wild type (dog), Bodipy-FL-GTP binding. actives 0.055% (n = 190,000);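 active = fluorescent GTP binding to Rab7 beads changed by at least 20 points from the 100% baseline, either direction, mostly lower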;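 also: median green fluorescence of bound Bodipy-FL-GTP per Rab7 bead population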
Mcl1 Bid PPI: Mcl-1/Bid binding inhibitors, primary screen, biochemical, TR-FRET, 1536-well | TR-FRET Mcl-1/Bid-Dy647 peptide binding | inhibition, % at 21.7 µM | actives 0.97% (n = 220,000) | AID 1021, 2008;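 active = compounds that cut the binding signal by more than half at the single screening dose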;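 also: His-tagged Mcl-1 with europium anti-His antibody binding Bid BH3 peptide; 0% = Mcl-1 plus peptide wells and 100% = peptide-only wells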
Mcl-1 Bim block: inhibitors of Bim peptide binding to Mcl-1, primary screen, biochemical, bead-based flow cytometry, multiplex. Induced myeloid leukemia cell differentiation protein Mcl-1 (Homo sapiens), Q07820. Bim peptide-Mcl-1 binding. inhibition, % at 10 µM. actives 0.1% (n = 190,000); in the data active = inhibition above about 40%;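 also: 0% = no compound tracer wells and 100% = peptide blocker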
HRas wt GTP bind: modulators of GTP binding to HRas wildtype, primary screen, biochemical, bead-based flow cytometry, multiplex; GTPase HRas (Homo sapiens), P01112; GST-Ras wt beads, Bodipy-FL-GTP binding; actives lie on both sides; GTP binding activity, % at 10 µM; actives 0.14% (n = 190,000);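 active = GTP binding activity at least 20% away from the 100% baseline, either lowered as inhibitor or raised as activator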;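 also: 0% = unlabeled GTP competition control and 100% = no-compound control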
Target sequence (P01112 whole entry, looked up): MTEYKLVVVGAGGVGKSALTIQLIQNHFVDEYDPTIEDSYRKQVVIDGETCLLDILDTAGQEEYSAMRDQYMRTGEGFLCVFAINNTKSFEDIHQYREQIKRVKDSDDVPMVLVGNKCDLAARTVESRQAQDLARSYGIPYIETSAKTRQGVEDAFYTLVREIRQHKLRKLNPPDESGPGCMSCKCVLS
Rab2A wt mod: modulators of GTP binding to Rab2A wildtype, primary screen, biochemical, dog, bead-based flow cytometry, multiplex; Ras-related protein Rab-2A (Canis lupus familiaris), P61105; actives 0.19% (n = 190,000); GTP binding activity, % at 10 µM; GST-Rab2 wt beads, Bodipy-GTP binding;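 active = GTP binding activity at least 20 points away from 100%, either lowered or raised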;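 also: 0% = beads with excess unlabeled GTP and 100% = no-compound control corrected for plate trend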
Pf gametocyte: late stage P. falciparum gametocyte viability inhibitors, primary screen, ATP luminescence, HTS; inhibition, % at 10.9 µM; actives 0.065% (n = 150,000); P. falciparum stage V gametocytes, 24 h; AID 743093, 2013;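 active = inhibition above the mean plus 3 SD of compounds within the control limits, set per campaign, cut at about 38% in these data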;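 also: 0% = DMSO wells and 100% = medium only without gametocytes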
* = called active by the depositor; . = no result given. These rows are one share of the data (hit frequency here may not be typical).

The first two records, ahead of the listing:
SMILES	Rac1 mut GTP	RGS8-Gao reg	Mcl1-Noxa inh	Cdc42 wt GTP	Rac1 wt GTP bind	Rab7 wt GTP bind	Mcl1 Bid PPI	Mcl-1 Bim block	HRas wt GTP bind	Rab2A wt mod	Pf gametocyte
COc1ccc(OC)c2c1CCC1NCCOC21 (stereo not drawn)	100.0	101.0	6.8	107.0	108.0	104.0	-69.5	-2.0	104.0	104.0	-0.4
CCCC/C(C)=C/[C@@H](NP(=O)(c1ccccc1)c1ccccc1)c1ccccc1	96.0	104.5	12.0	95.0	101.0	95.0	11.5	-1.0	99.0	98.0	.

Main list, previewed entries included:
SMILES	Rac1 mut GTP	RGS8-Gao reg	Mcl1-Noxa inh	Cdc42 wt GTP	Rac1 wt GTP bind	Rab7 wt GTP bind	Mcl1 Bid PPI	Mcl-1 Bim block	HRas wt GTP bind	Rab2A wt mod	Pf gametocyte
COc1ccc(OC)c2c1CCC1NCCOC21 (stereo not drawn)	100.0	101.0	6.8	107.0	108.0	104.0	-69.5	-2.0	104.0	104.0	-0.4
CCCC/C(C)=C/[C@@H](NP(=O)(c1ccccc1)c1ccccc1)c1ccccc1	96.0	104.5	12.0	95.0	101.0	95.0	11.5	-1.0	99.0	98.0	.
O=C1NC(=O)C(=Cc2ccc(OCC(=O)N3CCOCC3)cc2)C(=O)N1	98.0	95.2	23.6	99.0	102.0	104.0	-49.5	-2.0	100.0	100.0	10.3
COc1cc(N2CCOCC2)ccc1/C=C1\C(=O)NC(=O)N(Cc2ccc3c(c2)OCO3)C1=O	98.0	100.3	4.4	96.0	97.0	105.0	-31.2	-3.0	99.0	99.0	.
Cc1ccc2c(c1)N(CCC(=O)N1CCC3(CC1)OCCO3)C(=O)C(C)O2 (stereo not drawn)	95.0	98.8	9.7	98.0	95.0	99.0	0.0	0.0	98.0	96.0	-12.2
O=c1[nH]c(=O)n(-c2cccc3ccccc23)c(O)c1C=NCCCn1ccnc1	96.0	98.9	3.6	97.0	98.0	99.0	-10.0	-2.0	94.0	97.0	.
O=C(Nc1cccc(Cl)c1)c1c(O)c2c(n(Cc3ccccc3)c1=O)CCCC2	97.0	101.4	13.7	101.0	108.0	102.0	-0.5	-4.0	101.0	101.0	.
CCC(=NCCO)c1c(O)n(C2CCCCC2)c(=O)[nH]c1=O	94.0	99.1	.	95.0	92.0	93.0	-15.6	-1.0	95.0	92.0	.
COc1ccc(CCC(=O)N2CCC3(CC2)OCCO3)cc1	94.0	104.8	17.1	101.0	98.0	96.0	6.5	0.0	99.0	97.0	7.4
CC(C)CCOC(=O)c1c(N)n(CC2CCCO2)c2nc3ccccc3nc12 (stereo not drawn)	98.0	99.0	-1.4	101.0	102.0	102.0	6.3	2.0	101.0	101.0	5.0
CCCc1[nH]nc2c1C1(C(=O)N(CC(N)=O)c3ccccc31)C(C(=O)OC)=C(N)O2 (stereo not drawn)	99.0	98.3	-18.5	105.0	104.0	100.0	-9.5	-4.0	103.0	103.0	6.7
CC(C)N1C(=O)NC(=O)C2(Cc3cc([N+](=O)[O-])ccc3N(C)C2c2ccccc2)C1=O (stereo not drawn)	99.0	101.0	17.9	102.0	101.0	100.0	13.9	-9.0	99.0	98.0	.
COc1ccc(CCC(C)NCCc2ccccc2)cc1 (stereo not drawn)	99.0	104.2	22.4	103.0	108.0	98.0	3.0	-2.0	99.0	99.0	.
CC(C)(C)NC(=O)C1CC2CCCCC2CN1 (stereo not drawn)	99.0	102.6	7.8	97.0	99.0	95.0	-1.8	-6.0	96.0	98.0	-6.2
Cc1ccsc1C(=O)C1CCCN(Cc2cnn(C)c2)C1 (stereo not drawn)	96.0	99.4	-9.3	97.0	100.0	107.0	-33.4	2.0	99.0	101.0	.
CCC(=NCc1ccc(F)cc1)c1c(O)n(C)c(=O)n(C)c1=O	97.0	100.9	0.3	101.0	101.0	95.0	-4.3	8.0	99.0	99.0	-2.1
Cc1nc2ccccc2c(=O)n1-c1ccc(Br)cc1[N+](=O)[O-]	96.0	104.3	7.0	97.0	101.0	94.0	-13.8	0.0	97.0	96.0	4.2
O=C(/C=C/c1ccc2c(c1)OCO2)c1c(O)n(CCC2=CCCCC2)c(=O)[nH]c1=O	97.0	98.0	0.3	93.0	99.0	99.0	-21.5	-1.0	98.0	97.0	.
O=C1NC(=O)C(=Cc2cc3c(cc2[N+](=O)[O-])OCO3)C(=O)N1	96.0	97.5	22.0	90.0	99.0	99.0	-43.9	0.0	97.0	97.0	.
COc1ccc(C(=O)Oc2cccc3cccnc23)cc1S(=O)(=O)N1CCOCC1	100.0	101.1	6.6	104.0	104.0	97.0	0.0	-1.0	100.0	102.0	-11.2

Part of the list above in order of count of non-hydrogen atoms, rising:
SMILES	Rac1 mut GTP	RGS8-Gao reg	Mcl1-Noxa inh	Cdc42 wt GTP	Rac1 wt GTP bind	Rab7 wt GTP bind	Mcl1 Bid PPI	Mcl-1 Bim block	HRas wt GTP bind	Rab2A wt mod	Pf gametocyte
CC(C)(C)NC(=O)C1CC2CCCCC2CN1 (stereo not drawn)	99.0	102.6	7.8	97.0	99.0	95.0	-1.8	-6.0	96.0	98.0	-6.2
Cc1ccsc1C(=O)C1CCCN(Cc2cnn(C)c2)C1 (stereo not drawn)	96.0	99.4	-9.3	97.0	100.0	107.0	-33.4	2.0	99.0	101.0	.
COc1ccc(CCC(=O)N2CCC3(CC2)OCCO3)cc1	94.0	104.8	17.1	101.0	98.0	96.0	6.5	0.0	99.0	97.0	7.4
CCC(=NCc1ccc(F)cc1)c1c(O)n(C)c(=O)n(C)c1=O	97.0	100.9	0.3	101.0	101.0	95.0	-4.3	8.0	99.0	99.0	-2.1
CC(C)CCOC(=O)c1c(N)n(CC2CCCO2)c2nc3ccccc3nc12 (stereo not drawn)	98.0	99.0	-1.4	101.0	102.0	102.0	6.3	2.0	101.0	101.0	5.0
O=C(/C=C/c1ccc2c(c1)OCO2)c1c(O)n(CCC2=CCCCC2)c(=O)[nH]c1=O	97.0	98.0	0.3	93.0	99.0	99.0	-21.5	-1.0	98.0	97.0	.
CC(C)N1C(=O)NC(=O)C2(Cc3cc([N+](=O)[O-])ccc3N(C)C2c2ccccc2)C1=O (stereo not drawn)	99.0	101.0	17.9	102.0	101.0	100.0	13.9	-9.0	99.0	98.0	.

The listing continues.
SMILES	Rac1 mut GTP	RGS8-Gao reg	Mcl1-Noxa inh	Cdc42 wt GTP	Rac1 wt GTP bind	Rab7 wt GTP bind	Mcl1 Bid PPI	Mcl-1 Bim block	HRas wt GTP bind	Rab2A wt mod	Pf gametocyte
O=C(O)c1c[nH]c2ccc(S(=O)(=O)N(CCCl)CCCl)cc12	100.0	101.8	6.3	105.0	103.0	103.0	6.0	0.0	102.0	102.0	-38.5
CCC(=NCCO)c1c(O)n(-c2ccccc2)c(=O)[nH]c1=O	100.0	98.3	5.9	104.0	100.0	96.0	-9.7	-4.0	101.0	103.0	.
O=C1CN=C(c2cccs2)c2c(sc3c2CCCC3)N1	92.0	100.0	-3.5	94.0	93.0	98.0	6.5	-4.0	96.0	94.0	-13.3
COc1cccc(NP(=O)(Oc2ccc(Cl)cc2)Oc2ccc(Cl)cc2)c1	100.0	102.8	6.9	101.0	102.0	99.0	-7.0	0.0	101.0	100.0	8.0
Cc1ccc(-c2nc3ccccc3c(=O)n2-c2nccs2)cc1	98.0	101.0	-20.6	105.0	109.0	101.0	-55.2	-6.0	102.0	102.0	.
O=[N+]([O-])c1ccc(N2CCCC2)c2ncccc12	92.0	96.0	17.1	95.0	99.0	93.0	11.7	-1.0	95.0	93.0	-12.5
COc1c2c(cc3c1OCO3)CC[N+](C)=C2	98.0	99.9	-16.9	94.0	100.0	101.0	-9.0	-3.0	97.0	97.0	.
Cc1nn(Cc2ccccc2Cl)c(C)c1C(=O)OCC(=O)NC1CCS(=O)(=O)C1 (stereo not drawn)	97.0	103.8	-1.7	97.0	100.0	98.0	-13.8	-5.0	97.0	97.0	.
O=c1c2ccccc2nc(C[n+]2ccccc2)n1-c1cccc(C(F)(F)F)c1	99.0	97.0	15.7	101.0	104.0	100.0	4.0	5.0	98.0	97.0	-9.3

Bioassay records deposited in PubChem BioAssay by several laboratories.
